# CD11b adhes inh: blocks human CD11b/CD18 adhesion to fibrinogen; inhibition, % at 10 µM; 93,000 compounds, 0.54% hits; P05107+P11215; AID 1497; K562 CD11b/CD18 adhesion to fibrinogen, ATPlite luminescence; Mn2+ added to activate the integrin;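 active = primary inhibition of 50% or more at 10 µM, then 40% or more on retest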; also: some results filed as inactive read as strong as hits
# Target sequence (P05107 whole entry, looked up, other chains not shown): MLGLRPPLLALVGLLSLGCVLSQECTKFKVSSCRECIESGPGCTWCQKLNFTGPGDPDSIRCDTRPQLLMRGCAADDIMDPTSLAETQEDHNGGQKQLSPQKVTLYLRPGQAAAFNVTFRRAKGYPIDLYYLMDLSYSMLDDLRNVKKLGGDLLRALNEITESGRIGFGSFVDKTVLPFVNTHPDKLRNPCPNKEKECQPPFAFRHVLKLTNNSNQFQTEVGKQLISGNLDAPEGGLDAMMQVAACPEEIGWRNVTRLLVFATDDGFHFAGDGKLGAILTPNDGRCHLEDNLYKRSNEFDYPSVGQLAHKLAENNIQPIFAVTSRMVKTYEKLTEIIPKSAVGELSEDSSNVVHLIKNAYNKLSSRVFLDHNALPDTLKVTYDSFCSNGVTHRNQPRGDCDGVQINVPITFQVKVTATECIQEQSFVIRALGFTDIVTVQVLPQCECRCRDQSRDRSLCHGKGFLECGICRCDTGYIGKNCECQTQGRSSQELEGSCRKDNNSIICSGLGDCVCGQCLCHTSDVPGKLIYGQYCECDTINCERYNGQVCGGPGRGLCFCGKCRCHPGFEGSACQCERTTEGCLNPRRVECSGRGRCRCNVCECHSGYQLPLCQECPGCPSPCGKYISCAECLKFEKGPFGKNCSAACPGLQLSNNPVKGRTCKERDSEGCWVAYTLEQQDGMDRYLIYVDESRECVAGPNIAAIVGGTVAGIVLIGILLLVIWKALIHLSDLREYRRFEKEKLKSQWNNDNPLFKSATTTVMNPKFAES
# sEH activator: activators of human soluble epoxide hydrolase | purified human sEH enzymatic activity, activator screen | activation, % at 2 µM | 91,000 compounds, 0.04% hits; in the data active = activation above about 37%; also: values of inactives mirror those of a sister screen read the other way
# PostGolgi yeast: growth inhibition of a yeast mutant, post-Golgi transport screen. inhibition, % at 10 µM. 98,000 compounds, 0.9% hits. post-Golgi transport phenotypic cell assay;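 also: yeast cells grown in 1536-well plates; yeast grown about 18 h at 30C before absorbance read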
# S1P2 blocker: antagonists of human S1P2 receptor. inhibition, % at 5 µM. AID 736. 97,000 compounds, 0.21% hits. cell-based S1P2 antagonist assay, inhibition at 5 uM. O95136; in the data active = inhibition above about 45%;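 also: CRE beta-lactamase reporter cells expressing human S1P2 stimulated with S1P; 0% = agonist at EC80 alone and 100% = agonist plus reference antagonist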
# Target sequence (O95136 whole entry, looked up): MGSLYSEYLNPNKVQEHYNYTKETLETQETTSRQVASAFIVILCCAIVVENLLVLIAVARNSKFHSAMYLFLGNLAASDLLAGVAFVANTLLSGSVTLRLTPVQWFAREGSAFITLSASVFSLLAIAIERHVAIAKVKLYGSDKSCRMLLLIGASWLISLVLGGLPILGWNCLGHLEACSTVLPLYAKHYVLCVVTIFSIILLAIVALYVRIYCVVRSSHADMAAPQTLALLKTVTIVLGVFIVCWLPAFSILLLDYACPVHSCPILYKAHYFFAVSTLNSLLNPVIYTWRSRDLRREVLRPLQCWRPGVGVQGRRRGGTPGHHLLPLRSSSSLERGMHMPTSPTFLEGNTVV
# S1P2 agonist: S1P2 (human) receptor agonism. S1P2-expressing cell line, agonist reporter read-out. AID 729. activation, % at 4.5 µM. 97,000 compounds, 0.46% hits. O95136; in the data active = activation above about 16%;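 also: 0% = vehicle low control and 100% = maximal reference agonist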
# PLAP act: activators of human placental alkaline phosphatase | P05187 | purified PLAP enzyme, luminescent substrate read-out; stronger effect = higher value | activation fold at 20 µM | 96,000 compounds, 1.2% hits | AID 696; in the data active = activation fold above about 2
# Ecoli WT expand: blocks growth of wild type E. coli BW25113; OD600 absorbance; growth inhibition, % at 100 µM; 98,000 compounds, 0.15% hits;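 active = growth inhibition above about 50% at one test dose, limit read from the data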;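 also: growth measured after 20 h incubation at 37 °C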
# PostGolgi ctrl: inhibits growth of the yeast control strain; efflux-deficient yeast background strain, growth absorbance A615, 16 h; inhibition, % at 10 µM; 98,000 compounds, 5% hits; AID 738
# sEH inhibitor: blocks human soluble epoxide hydrolase activity; recombinant human sEH enzymatic activity assay; inhibition, % at 2 µM; 91,000 compounds, 0.34% hits; in the data active = inhibition above about 80%; also: values of inactives mirror those of a sister screen read the other way; many of its hits are not listed in these tables
# Active calls of the source: *; x = no result given. Rule as the data show it, unless noted: active = inhibition above about 30%; inactive = the rest. Random draw from the library (roughly 7.1% active in at least one column).
SMILES,CD11b adhes inh,sEH activator,PostGolgi yeast,S1P2 blocker,S1P2 agonist,PLAP act,Ecoli WT expand,PostGolgi ctrl,sEH inhibitor
c1ccc2c(CSc3nnc(-c4ccncc4)o3)cccc2c1,-3.8,10.9,-5.9,-0.1,-3.6,0.8,-11.0,3.0,-12.1
O=C(Nc1cccc(C(F)(F)F)c1)c1ccc(Cn2cc(Br)cn2)o1,x,-41.7,5.6,9.7,-5.2,0.9,14.0,38.5*,42.6
O=C(c1cc2cc([N+](=O)[O-])ccc2oc1=O)N1CCN(c2ncccn2)CC1,-22.4,15.5,-17.5,-2.7,-3.7,0.9,-11.0,5.0,-11.9
CCS(=O)(=O)N1CCC(C(=O)NCCCOC)CC1,x,x,-3.1,2.3,-0.1,1.1,-4.0,8.2,x
Cn1c(Oc2ccccc2)c(C=O)c2ccccc21,x,-6.6,0.0,19.5,-4.1,0.8,-1.0,11.1,6.7
Cn1c(=O)c2c(SCc3cccnc3)nc(C3CC3)nc2n(C)c1=O,5.9,7.0,-0.7,-15.7,4.0,0.9,-14.0,3.7,-9.8
CCCNC(=O)NC(=O)COC(=O)c1ccc(OC)c(S(=O)(=O)N2CCCc3ccccc32)c1,-7.3,-14.6,-6.8,-10.3,-5.3,1.4,-11.0,16.7,14.2
Cn1c(=O)c2c(nc(N3CCOCC3)n2CCCNC2=NCCC2)n(C)c1=O,-3.8,x,4.3,18.6,-6.2,0.9,0.0,2.1,x
Cc1ccc(C)c(N2CCN(C(=O)C3CCN(c4nnc(N5CCCC5=O)s4)CC3)CC2)c1,8.3,1.1,x,-7.5,-7.2,1.6,x,x,2.4
COc1ccc(C2C(=O)N(C3CCCCC3)CC(=O)N2C2CCCCC2)cc1 (stereo not drawn),-3.8,-2.0,1.8,-4.3,-1.7,1.6,0.0,6.0,2.1
CCOc1ccc(N(CC(=O)OC)S(=O)(=O)c2ccc3c(c2)n(C)c(=O)c(=O)n3C)cc1,-1.1,3.2,-5.6,-9.3,-1.7,1.4,-7.0,12.1,-4.1
CCCc1[nH]nc2c1C(c1ccc(O)c(OC)c1)C(C#N)=C(N)O2 (stereo not drawn),9.0,-10.5,1.3,11.1,-7.0,0.5,-1.0,4.8,9.4
CCOC(=O)C1CCN(S(=O)(=O)c2ccc(OC)c(OC)c2)CC1,14.2,-9.7,-1.1,17.4,-2.2,1.2,1.0,-6.9,8.0
COn1c(=S)[nH]c2ccccc2c1=O,-16.7,8.7,0.0,7.0,-5.0,1.1,-20.0,2.8,-5.2
Nc1nnc(SCc2ccc(F)cc2)n1-c1ccccc1,x,12.2,x,8.8,-6.4,x,x,x,-9.6
COc1ccc(OCc2nnc3n2N=C(c2ccc(Br)cc2)CS3)cc1,-2.9,-10.1,-2.2,-1.0,-3.8,0.8,-6.0,14.6,9.1
CC(=O)N(C)c1ccc(OCC(O)Cn2c3ccc(Cl)cc3c3cc(Cl)ccc32)cc1 (stereo not drawn),41.1,4.4,73.2*,19.9,-7.2,1.6,-5.0,57.1*,-1.6
O=C(c1ccc(OCC2CCCO2)cc1)N1CCN(c2ccccc2)CC1 (stereo not drawn),-3.4,-10.6,-11.0,6.5,-6.0,1.8,-6.0,8.0,10.3
CCOc1ccc(-c2nnc3sc(COc4ccc(C)cc4)nn23)cc1,5.3,0.3,-1.5,19.3,-8.9,1.3,-11.0,21.7,1.1
CCOC(=O)C1=C(C)NC(=O)NC1C1CC=CCC1 (stereo not drawn),-12.3,9.5,-4.1,-9.5,-2.6,0.8,1.0,6.6,-9.4

# Entries listed above that bear a hit mark in PostGolgi ctrl:
SMILES	CD11b adhes inh	sEH activator	S1P2 blocker	S1P2 agonist	PLAP act	PostGolgi ctrl	sEH inhibitor
O=C(Nc1cccc(C(F)(F)F)c1)c1ccc(Cn2cc(Br)cn2)o1	x	-41.7	9.7	-5.2	0.9	38.5*	42.6
CC(=O)N(C)c1ccc(OCC(O)Cn2c3ccc(Cl)cc3c3cc(Cl)ccc32)cc1 (stereo not drawn)	41.1	4.4	19.9	-7.2	1.6	57.1*	-1.6

# Record cards (already shown). Order of screens: CD11b adhes inh | sEH activator | PostGolgi yeast | S1P2 blocker | S1P2 agonist | PLAP act | Ecoli WT expand | PostGolgi ctrl | sEH inhibitor
# Listed for O=C(Nc1cccc(C(F)(F)F)c1)c1ccc(Cn2cc(Br)cn2)o1 : x | -41.7 | 5.6 | 9.7 | -5.2 | 0.9 | 14.0 | 38.5* | 42.6
# Listed for Cn1c(Oc2ccccc2)c(C=O)c2ccccc21 : x | -6.6 | 0.0 | 19.5 | -4.1 | 0.8 | -1.0 | 11.1 | 6.7

# (list continues)
SMILES,CD11b adhes inh,sEH activator,PostGolgi yeast,S1P2 blocker,S1P2 agonist,PLAP act,Ecoli WT expand,PostGolgi ctrl,sEH inhibitor
CC(=O)Nc1nc(C)c(-c2csc(Nc3cccc([N+](=O)[O-])c3)n2)s1,18.9,-0.4,1.0,6.1,-2.4,1.4,-1.0,11.0,-1.3
O=S(=O)(/C=C/c1ccccc1)N1CCN(c2ccccc2)CC1,-2.1,-6.7,3.1,-4.1,-6.0,0.9,-1.0,-7.9,6.8
Nc1cc(=O)[nH]c(SCC(=O)Nc2ccc(Br)cc2)n1,-34.2,4.3,-4.4,-16.6,-0.5,0.8,2.0,-6.4,-3.1
Cc1ccc([N+](=O)[O-])cc1NC(=O)CCSc1ccc(Cl)cc1,-42.4,-10.7,2.9,8.9,-2.5,1.1,-7.0,29.8,12.5
CC1Cc2ccccc2N1C(=O)Cn1c(=O)cc(O)c2ccccc21 (stereo not drawn),x,-15.0,-2.9,-8.4,-3.9,1,6.0,-0.1,17.4
Cc1c(C(=O)N(Cc2cccs2)C2CCS(=O)(=O)C2)oc2ccccc12 (stereo not drawn),0.2,0.7,-0.8,15.5,-4.4,1.5,-4.0,11.1,-1.9
O=C(CCCSc1nc(-c2ccco2)cc(C(F)(F)F)n1)NCC1CCCO1 (stereo not drawn),x,-27.3,x,-6.0,-2.4,x,x,x,30.9
CSc1nc2nc3c(cn2n1)C(=O)CC(c1ccccc1)C3 (stereo not drawn),-0.4,-1.2,-3.3,9.5,-3.5,1,5.0,-2.6,1.0
O=[N+]([O-])c1ccc2nc(/C=C/c3ccc(Cl)cc3)[nH]c2c1,87.9,-18.8,47.4*,-5.0,-8.5,1,14.0,74.5*,19.5
COc1ccc2c(c1)C1(Nc3ccccc3-c3nc4ccccc4n31)C(=O)N2C (stereo not drawn),x,5.9,0.3,-12.9,-4.1,x,-10.0,2.5,-8.6
CCS(=O)(=O)Nc1ccc(-c2nnc(SCC(=O)c3ccc(NC(C)=O)c(OC)c3)o2)cc1,7.2,-7.5,8.9,-3.1,-1.9,1.4,-3.0,7.3,7.2
Cc1ccc(-c2nnn(CC(=O)NC3CC4CCC3C4)n2)cc1 (stereo not drawn),-1.9,-23.8,2.6,17.8,-7.4,0.9,-3.0,0.2,25.9
Clc1ccc(C2=Nn3c(nnc3-c3cc(-c4ccccc4)n[nH]3)SC2)cc1,1.3,-13.1,5.3,-4.7,-5.9,1.3,2.0,10.3,13.1
COc1ccc(-c2nnc(SCC(=O)c3ccco3)n2-c2ccccc2)cc1,-4.6,-7.3,0.8,17.2,-1.5,0.9,0.0,11.6,6.2
Cc1ccc(CN(c2ccc(C(=O)Nc3cccnc3)cc2)S(C)(=O)=O)cc1,2.3,1.1,-7.1,-3.8,-0.4,1.4,-10.0,7.4,1.1
O=S(=O)(c1ccc(Br)cc1)n1ccc2ccccc21,x,-15.7,-11.1,11.2,-12.6,1.1,4.0,15.2,15.7
CCCCCNC(=O)C(C)NS(=O)(=O)c1ccc(OC)cc1 (stereo not drawn),-4.0,-0.3,19.5,-11.2,-3.4,1,3.0,0.1,5.4
COc1ccc(OC)c(C(=O)CSc2nnc(-c3ccc(OC)c(OC)c3)o2)c1,3.1,-2.9,-0.3,19.5,-4.4,1.1,-5.0,-6.0,1.7
COc1cccc(N2CCN(CC(=O)C34CC5CC(CC(C5)C3)C4)CC2)c1,-18.1,-6.8,-1.7,-1.8,-2.9,1.4,0.0,7.8,4.0
O=C1N/C(=C/c2ccc(N3CCOCC3)cc2)C(=O)N1Cc1ccc(F)cc1,1.5,-50.6,3.1,-6.0,-2.8,0.9,-8.0,9.2,50.7
C=CCSc1nnc(Cc2c(C)[nH]c3ccccc23)o1,x,-10.2,-0.8,-7.0,-1.6,x,8.0,8.3,10.0
CCCN1C(=O)C(Cc2nc3ccccc3c(=O)n2C)c2ccccc21 (stereo not drawn),x,5.3,-5.1,13.7,-4.1,1.5,8.0,19.8,-3.5
C=CCNC(=O)c1onc(CSc2cccc(OCC)c2)c1C(=O)O,x,3.2,15.6,1.8,-8.6,0.8,-4.0,17.9,2.6
Nc1cc(-c2ccc(Br)cc2)nn1S(=O)(=O)c1ccccc1,-10.8,-18.1,-2.5,11.0,-4.6,0.8,-5.0,4.3,18.1
COc1ccc(NC(=O)CN2CCN(S(=O)(=O)c3ccc(Cl)cc3)CC2)cc1Cl,-15.6,-11.5,5.1,15.9,-8.5,0.9,-1.0,12.7,12.7
CN(C)Cc1nc2c(c(=O)[nH]1)C1(CCCCC1)Cc1ccccc1-2,6.9,-6.7,6.8,1.1,-2.1,1.7,3.0,-1.0,5.9
CCOC(=O)c1sc(NC(=O)CSc2ncn[nH]2)c(C#N)c1C,43.0,1.6,-0.6,-16.8,-4.5,1.2,0.0,18.2,1.1
c1cc2c(cc1Nc1nc(-c3ccc4c(c3)OCO4)cs1)OCCO2,31.5,9.9,1.0,21.7,-5.0,1.3,-9.0,19.0,-12.1
CCNC(=O)c1cc2c(=O)n3cccc(C)c3nc2n(Cc2ccc(C)cc2)c1=N,-1.5,-13.5,1.4,15.4,10.0,1.6,-2.0,6.2,13.5
O=c1[nH]c(SCc2nc3ccccc3n2Cc2ccccc2)nc2ccccc12,2.9,5.5,0.7,-26.4,2.2,0.9,0.0,3.1,-4.7
Cc1ccc(-n2nnc3c(SCC(=O)N4CCN(c5ccccc5)CC4)ncnc32)cc1,x,-5.3,x,5.9,-5.3,x,x,x,1.1
COCCNC(=O)c1onc(CSc2ccc(Cl)cc2)c1C(=O)O,x,12.8,4.0,13.5,-11.6,1,-6.0,6.4,-6.4
CC1CCN(CCc2nc3cc(NS(=O)(=O)c4ccc(F)cc4)ccc3n2C)CC1,-16.7,1.7,-10.4,2.8,-5.1,1.4,2.0,-4.0,0.3
CC(=O)N1CCN(c2nc3cc4c(cc3nc2NS(=O)(=O)c2ccccc2)OCCO4)CC1,-2.5,x,2.6,16.2,-3.1,1.3,-1.0,8.8,x
COc1ccc(CC(NC(C)=O)C(=O)NC2CCN(S(=O)(=O)c3ccccc3)CC2)cc1OC (stereo not drawn),-11.3,16.4,3.9,7.8,-3.8,1.5,-4.0,-0.5,-18.0
CSc1nnc([C@@H](NC(=O)OC(C)(C)C)C(C)C)o1,52.1,0.4,2.5,2.5,-5.8,1.1,0.0,-1.1,-0.5
CC(NC(=O)Cc1ccsc1)c1ccc(S(N)(=O)=O)cc1 (stereo not drawn),3.8,x,1.6,x,x,1,1.0,-11.8,x
CCOC(=O)C(=O)Nc1ccccc1C(=O)Nc1ccc(OC)cc1,6.4,-0.8,-2.8,-11.9,-2.9,0.9,2.0,7.4,0.3
CCCN1Cc2cccc(C(=O)Nc3ccc(CC)cc3)c2C1=O,-27.6,7.7,4.5,3.8,-3.8,0.8,-8.0,17.5,-7.5
Cc1cccc(NC(=O)CSc2nnc(CCC(=O)Nc3ccc(C)c(Cl)c3)n2C)c1,2.9,-17.3,-8.5,-18.2,-4.9,1,-4.0,-1.1,17.4
COc1cc(OC)c(NC(=O)CCc2nc(-c3ccc(C)cc3)no2)cc1Cl,71.1,-3.0,-7.4,-8.5,-0.3,1.1,-11.0,4.5,4.3

# An excerpt from above in order of the sEH inhibitor value, lowest first:
molecule	CD11b adhes inh	sEH activator	S1P2 blocker	S1P2 agonist	PLAP act	PostGolgi ctrl	sEH inhibitor
O=C(c1cc2cc([N+](=O)[O-])ccc2oc1=O)N1CCN(c2ncccn2)CC1	-22.4	15.5	-2.7	-3.7	0.9	5.0	-11.9
Cn1c(=O)c2c(SCc3cccnc3)nc(C3CC3)nc2n(C)c1=O	5.9	7.0	-15.7	4.0	0.9	3.7	-9.8
COn1c(=S)[nH]c2ccccc2c1=O	-16.7	8.7	7.0	-5.0	1.1	2.8	-5.2
COc1ccc(OCc2nnc3n2N=C(c2ccc(Br)cc2)CS3)cc1	-2.9	-10.1	-1.0	-3.8	0.8	14.6	9.1
C=CCSc1nnc(Cc2c(C)[nH]c3ccccc23)o1	x	-10.2	-7.0	-1.6	x	8.3	10.0
